sPLA2-III inh = Inhibits HGIII-sPLA2 liposome hydrolysis, primary screen; inhibition, % at 12.2 µM; AID 743126; 370,000 compounds, 0.56% hits; QFRET BODIPY PC-A2 liposome hydrolysis, fluorescence; Q9NZ20;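 active = inhibition above mean plus 3 SD of compounds lying within the high and low control bounds, cut at about 19% in these data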;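 note: 0% = median of test compound wells and 100% = no enzyme DMSO wells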
Tn7 DDE FP = inhibitors of Tn7 peptide binding to human fibrin DD(E) | P02675 | FP displacement of FITC-Tn7 peptide from fibrin DD(E); 0% = median of compound wells per plate | inhibition, % at 8.3 µM | 370,000 compounds, 0.13% hits;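 active = inhibition above the mean of compounds falling within the control limits plus 3 SD of them, cut at about 14% in these data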;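 note: 0% = plate median of compound wells and 100% = 10 µM Aha-Tn7 peptide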
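System: human fibrin DD(E); quantity: Fibrin-DD(E) at 2 µM final; also added: fluorescent Tn7 probe at 0.1 µM; compound dosing: single nominal test concentration of 8.3 µM per compound; schedule: 10 min preincubation, 3 h with tracer, room temperature; detection: fluorescence polarization of the labelled Tn7 tracer; repeats: one replicate per compound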
UHRF1 MBD2 ctr = human UHRF1 methylated DNA binding inhibitors; UHRF1 binding to methylated oligo, TR-FRET; 370,000 compounds, 0.75% hits; inhibition, % at 4.4 µM; Q96T88; in the data active = inhibition above about 21%;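 note: UHRF1 SRA domain binding a hemimethylated CpG hairpin DNA probe; 0% = median of test compound wells and 100% = reference inhibitor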
proKLK7 act = activates the human kallikrein-7 zymogen; purified proKLK7, EDANS-DABCYL substrate fluorescence; 100% is mature enzyme control, 0% vehicle; activation, % at 7 µM; 370,000 compounds, 0.9% hits;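 active = activation above the mean of all tested compounds plus 3 SD, computed per campaign excluding outliers beyond control limits, cut at about 13% in these data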
PLC-gamma1 inh = PLC-gamma1 (human) inhibition, primary screen; P19174; purified PLC-gamma1, fluorogenic substrate, fluorescence; inhibition, % at 12.2 µM; 370,000 compounds, 0.84% hits; in the data active = inhibition above about 9.5%
ARFGAP1 inhibitor = inhibits rat ARF GTPase activating protein 1; Q62848; Arfgap1-stimulated ARF1 GTP hydrolysis, GDP FP detection; inhibition, % at 16.5 µM; 360,000 compounds, 0.26% hits; AID 651572;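 active = inhibition above a per-plate limit, mean inhibition of low control wells plus 3 SD, cut at about 25% in these data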;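 note: 0% = DMSO wells with enzyme and 100% = wells lacking Arfgap1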
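Assay system: purified rat His6-Arfgap1 residues 1-136 (GAP domain); Reagent: human Δ17 ARF1 bound to GTP; Dosing: 16.5 µM single point, 1.26% DMSO; Times: GTP hydrolysis reaction 2 h at 25 °C; Signal: FP, GDP Alexa 633 tracer displaced from anti-GDP antibody, 620/688 nm; Measure: % inhibition from polarization.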
NR1D1 modulator = Rev-erb alpha (human) modulation; P20393; 370,000 compounds, 0.79% hits; activity, % at 10 µM; Rev-erbα–FITC-DNA binding, fluorescence polarization, 90 min;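 active = activity above about 14%, limit read from the data; passing the limit was not always enough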;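 note: 0% = DMSO wells with 35 nM protein and 100% = DMSO wells with 750 nM protein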
ASAP1 inh = ASAP1 ArfGAP inhibition; AID 624377; ASAP1-stimulated ARF1 GTP hydrolysis, GDP FP detection; 360,000 compounds, 0.19% hits; Q9ULH1; inhibition, % at 16.5 µM; in the data active = inhibition above about 25%;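 note: 0% = vehicle with enzyme and substrate and 100% = no enzyme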
PLCb3 inh = PLC-beta3 (human) inhibition, primary screen. Q01970. Purified PLC-beta3, fluorogenic substrate, fluorescence. inhibition, % at 12.2 µM. 370,000 compounds, 0.18% hits; in the data active = inhibition above about 11%;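 note: 0% = median of compound wells on plate and 100% = full blocker control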
Target sequence (Q01970 whole entry, looked up): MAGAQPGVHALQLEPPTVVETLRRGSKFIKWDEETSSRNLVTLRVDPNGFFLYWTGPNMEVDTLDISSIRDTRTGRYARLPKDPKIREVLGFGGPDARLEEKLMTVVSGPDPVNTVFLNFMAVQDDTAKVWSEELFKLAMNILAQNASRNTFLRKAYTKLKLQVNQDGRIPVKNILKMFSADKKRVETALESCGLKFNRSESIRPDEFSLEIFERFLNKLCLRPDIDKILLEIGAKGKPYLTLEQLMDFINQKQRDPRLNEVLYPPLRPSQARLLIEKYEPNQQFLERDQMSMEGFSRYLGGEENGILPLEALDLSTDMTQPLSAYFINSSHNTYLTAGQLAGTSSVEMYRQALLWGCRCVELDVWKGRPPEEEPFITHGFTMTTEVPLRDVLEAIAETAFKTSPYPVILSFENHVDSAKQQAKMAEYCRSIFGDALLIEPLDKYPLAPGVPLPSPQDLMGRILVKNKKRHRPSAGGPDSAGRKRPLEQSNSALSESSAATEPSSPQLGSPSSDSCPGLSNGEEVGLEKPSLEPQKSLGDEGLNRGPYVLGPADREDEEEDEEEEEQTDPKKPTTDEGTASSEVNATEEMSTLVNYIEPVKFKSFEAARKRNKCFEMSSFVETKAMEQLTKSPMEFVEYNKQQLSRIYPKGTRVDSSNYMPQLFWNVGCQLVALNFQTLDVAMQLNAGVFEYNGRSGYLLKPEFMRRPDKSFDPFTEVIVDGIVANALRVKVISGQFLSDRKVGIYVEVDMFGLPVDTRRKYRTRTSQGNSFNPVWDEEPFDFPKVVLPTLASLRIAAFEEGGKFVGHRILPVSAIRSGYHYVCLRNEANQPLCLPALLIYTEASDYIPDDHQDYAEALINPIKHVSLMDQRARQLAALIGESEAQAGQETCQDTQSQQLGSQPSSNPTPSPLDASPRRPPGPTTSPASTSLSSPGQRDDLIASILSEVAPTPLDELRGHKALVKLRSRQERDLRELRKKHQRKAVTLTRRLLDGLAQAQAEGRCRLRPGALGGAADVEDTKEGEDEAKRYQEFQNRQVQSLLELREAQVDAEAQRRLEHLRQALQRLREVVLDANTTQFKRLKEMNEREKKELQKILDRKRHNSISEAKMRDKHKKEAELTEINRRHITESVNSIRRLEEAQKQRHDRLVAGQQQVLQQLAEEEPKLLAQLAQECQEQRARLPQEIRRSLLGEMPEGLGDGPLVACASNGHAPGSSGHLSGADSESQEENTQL
Tn6 DDE FP = inhibitors of Tn6 peptide binding to human fibrin DD(E); P02675; Fibrin DD(E) TRITC-Tn6 fluorescence polarization displacement; inhibition, % at 8.3 µM; 370,000 compounds, 0.21% hits;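 active = inhibition above a per-campaign cutoff: mean of compounds within control limits plus 3 SD, cut at about 15% in these data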;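 note: 0% = median of all compound wells on the plate and 100% = blocking peptide control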
An asterisk follows results filed as active; i = inactive; nt = no result given.

SMILES	sPLA2-III inh	Tn7 DDE FP	UHRF1 MBD2 ctr	proKLK7 act	PLC-gamma1 inh	ARFGAP1 inhibitor	NR1D1 modulator	ASAP1 inh	PLCb3 inh	Tn6 DDE FP
Cc1nc2ccc(C(=O)N(C)Cc3ccco3)cn2c1N(C)CC1CCCCC1	3	-1	3	0.0	-7	-7	2	-7	-7	0
CCOC(=O)N1CCN(c2cc(N(C)CCO)c([N+](=O)[O-])c3nonc23)CC1	0	-6	-14	-0.4	4	9	13	-5	0	3
Cc1cccc(-n2c(C)nc3sccc3c2=O)c1	4	-6	-2	-0.1	-4	-4	-1	11	1	5
O=C(NCc1cccnc1)C1C2C=CC(C2)C1C(=O)Nc1cccc(C(F)(F)F)c1 (configuration not stated)	-3	1	1	0.6	3	18	9	-2	-3	-7
Cc1cccc(C)c1NC(=S)NCc1ccccc1	12	-3	-4	-0.3	3	-1	5	-12	-3	3
CCc1ccc(NC(=O)CC2S/C(=N/N=C3CCCCCC3)NC2=O)cc1 (configuration not stated)	-6	-11	1	-0.7	-6	-1	4	-1	-13	11
Cc1cc(C)n(CC(O)COc2cccc(OCC(O)Cn3nc(C)cc3C)c2)n1 (configuration not stated)	-8	-1	0	0.5	-1	8	1	7	1	-2
Cc1cc(C)n(C(=O)c2c([N+](=O)[O-])cnn2C)n1	13	-2	-3	0.1	3	11	0	12	5	-1
Cc1ccc(Cn2nc(C)c(C(=O)N3CCN(S(=O)(=O)/C=C/c4ccccc4)CC3)c2C)cc1	-10	-3	1	0.7	0	-6	0	5	-3	0
NC(=O)c1ccsc1NC(=O)COC(=O)Cc1cccc2ccccc12	-5	13	1	0.2	0	2	3	12	0	0

Some values from the list:
Result for `Cc1cc(C)n(C(=O)c2c([N+](=O)[O-])cnn2C)n1` in PLCb3 inh: 5
Result for `O=C(NCc1cccnc1)C1C2C=CC(C2)C1C(=O)Nc1cccc(C(F)(F)F)c1` (configuration not stated) in proKLK7 act: 0.6
Result for `Cc1cc(C)n(CC(O)COc2cccc(OCC(O)Cn3nc(C)cc3C)c2)n1` (configuration not stated) in Tn6 DDE FP: -2
Result for `NC(=O)c1ccsc1NC(=O)COC(=O)Cc1cccc2ccccc12` in Tn6 DDE FP: 0

(cont.)
SMILES	sPLA2-III inh	Tn7 DDE FP	UHRF1 MBD2 ctr	proKLK7 act	PLC-gamma1 inh	ARFGAP1 inhibitor	NR1D1 modulator	ASAP1 inh	PLCb3 inh	Tn6 DDE FP
COc1cccc(C(=O)/C=C/c2ccc(OCC#N)c(OC)c2)c1	-11	3	-1	-1.4	-23	23	-2	4	-29	-7
O=c1cc(N2CCc3ccccc32)[nH]c(=O)n1Cc1ccc(F)cc1	-6	0	-2	-1.1	-31	8	-5	-9	-58	3
CC1CCc2sc3ncnc(N4CCN(CCO)CC4)c3c2C1 (configuration not stated)	0	-2	1	-0.3	-1	-5	-1	-9	-6	0
CC1CCCC(C)N1C(=O)CN1C(=O)C(C)(C)Oc2ccc(C(=O)NC3CCCCC3)cc21 (configuration not stated)	-4	-4	-2	-0.2	2	1	-5	11	3	1
C[C@H](CO)N1C[C@H](C)[C@@H](CN(C)C(=O)C2CCCCC2)OCc2cn(nn2)CCCC1=O	-1	3	-1	-0.1	5	11	4	-5	2	-3
NC(=O)c1nnn(Cc2cc(Cl)c(C(=O)c3ccc(Cl)cc3)c(Cl)c2)c1N	-10	3	0	-0.3	3	2	3	5	-2	-2
COc1ccc(N(C)C(=O)c2ccc(NC(=O)CCS(=O)(=O)c3cccs3)cc2)cc1	-8	0	-2	0.2	-1	4	-10	-6	-5	1
NC(=O)c1ccc(=O)n(Cc2ccc(Cl)cc2Cl)c1	4	1	3	-0.9	1	-9	0	2	-2	-5
Nc1c(C(=O)CSc2nc3ccccc3o2)c(=O)[nH]c(=O)n1C1CC1	2	-1	-1	0.4	0	10	2	1	-4	-1
COc1ccc(NS(=O)(=O)c2ccc(NC(=S)NC(=O)c3ccc(F)cc3)cc2)nn1	2	0	1	0.3	1	0	-2	0	4	4
COc1cccc(C(=O)N[C@H](C(=O)N2CCC[C@H]2C(=O)NCCc2ccccc2Cl)C(C)C)c1	-4	-6	-1	0.2	3	3	7	12	1	8
CN(CC(=O)O/N=C(\N)c1ccc([N+](=O)[O-])cc1)S(=O)(=O)c1ccc2ccccc2c1	2	5	-4	0.3	1	-16	1	4	0	-6
CCN(CCO)C(=O)c1ccc2nc(Cc3cccc(Cl)c3)oc2c1	-17	2	-1	0.2	2	16	-2	11	4	0
O=C(C(=O)N1CCN(c2cccc(Cl)c2)CC1)c1cn(CC(=O)N2CCOCC2)c2ccccc12	-21	7	-2	0.4	2	-1	6	-6	-4	-1
CC(CNS(=O)(=O)c1ccccc1)(c1ccccc1)N1CCOCC1 (configuration not stated)	-6	-5	-1	0.7	3	3	-5	12	2	2
O=C1Nc2cc(Cl)ccc2Nc2cscc21	1	-2	-7	-0.2	-6	9	4	-7	-12	-6
COc1ccc(-c2cc(-c3ccccc3)nc3ncnn23)cc1	-2	3	0	15*	i	6	-1	1	i	10
CCCCN1C(=O)Nc2ccccc2S1=O (configuration not stated)	8	6	-3	0.4	1	-8	0	-14	-1	8
O=C(NCC1CCCO1)c1ccc2c(=O)n(Cc3ccc(Cl)cc3)c(=S)[nH]c2c1 (configuration not stated)	-1	2	-3	-0.3	3	2	2	-2	-6	5
Cc1ccnc(NC(=O)Cn2ccc([N+](=O)[O-])n2)c1	-7	1	-2	0.4	1	-6	-1	-1	2	-3

Entries of single compounds, quoted from the list. Order of screens: sPLA2-III inh	Tn7 DDE FP	UHRF1 MBD2 ctr	proKLK7 act	PLC-gamma1 inh	ARFGAP1 inhibitor	NR1D1 modulator	ASAP1 inh	PLCb3 inh	Tn6 DDE FP
`O=C1Nc2cc(Cl)ccc2Nc2cscc21` is listed as 1	-2	-7	-0.2	-6	9	4	-7	-12	-6
`CN(CC(=O)O/N=C(\N)c1ccc([N+](=O)[O-])cc1)S(=O)(=O)c1ccc2ccccc2c1` is listed as 2	5	-4	0.3	1	-16	1	4	0	-6
`O=C(NCC1CCCO1)c1ccc2c(=O)n(Cc3ccc(Cl)cc3)c(=S)[nH]c2c1` (configuration not stated) is listed as -1	2	-3	-0.3	3	2	2	-2	-6	5
`Cc1ccnc(NC(=O)Cn2ccc([N+](=O)[O-])n2)c1` is listed as -7	1	-2	0.4	1	-6	-1	-1	2	-3
`O=C(C(=O)N1CCN(c2cccc(Cl)c2)CC1)c1cn(CC(=O)N2CCOCC2)c2ccccc12` is listed as -21	7	-2	0.4	2	-1	6	-6	-4	-1

Additional entries:
SMILES	sPLA2-III inh	Tn7 DDE FP	UHRF1 MBD2 ctr	proKLK7 act	PLC-gamma1 inh	ARFGAP1 inhibitor	NR1D1 modulator	ASAP1 inh	PLCb3 inh	Tn6 DDE FP
COc1ccc(-c2cc(-c3nnc(SCC(=O)Nc4cccc5ccccc45)n3N)[nH]n2)cc1	5	8	-2	0.1	0	nt	0	nt	-2	0
O=C(Cc1ccc(F)cc1)N1CCN(c2ccc(F)cc2)CC1	-6	-8	1	-0.2	-2	-1	0	-10	0	-5
CC(OC(=O)CN1C(=O)c2ccccc2C1=O)C(=O)NCc1ccccc1 (configuration not stated)	1	-5	1	-0.3	3	5	-2	2	-4	-1
COc1ccc(C2=Nc3ccccc3N(C(=O)c3ccc(C(F)(F)F)cc3)C2C(=O)Nc2ccc3c(c2)OCCO3)cc1 (configuration not stated)	0	0	2	-3.7	-10	-7	5	3	-15	4
Cc1ccc(C)c(S(=O)(=O)N2CCC3(CC2)OCCN3S(=O)(=O)c2cccs2)c1	1	-3	3	-1.1	-1	-3	-3	-3	2	-12
CCNC(=O)CN(c1ccc(C)cc1)S(=O)(=O)c1ccc(SC)cc1	-2	1	4	0.0	3	-1	7	-3	2	3
CC(=O)Nc1cc2c(cc1Cl)-c1ccc(F)cc1C2O (configuration not stated)	4	7	-3	-0.4	9	-11	-3	-12	5	1
Cc1ncc(CO)c(/C=N/N=C/c2ccccc2O)c1O	-1	-8	-4	-3.1	-43	-8	5	-8	-58	-5
COC(=O)C1=C(C)N(CC2CCCO2)C(=O)C1 (configuration not stated)	-1	-3	0	1.1	-2	-6	-3	11	-2	0
O=C(NC1CC1)C1CCN(C2CCN(C(=O)c3ccc4cccc(F)c4n3)CC2)CC1	1	0	10	0.0	-2	-8	1	-8	-4	7
Cc1cccc(C)c1N=Cc1c(C(F)(F)F)[nH][nH]c1=O	2	-2	1	-0.2	0	-4	-3	-2	-1	1
O=C1C(=Cc2ccco2)CCC1=Cc1ccco1	-4	0	100*	-0.5	11*	-26	-20	-13	-4	-4
CCCCCCCN(C(=O)CCl)c1ccccc1C	13	-3	5	0.1	2	-1	-2	-1	-3	-6
CC(C)NC(=O)Nc1n[nH]c(Nc2ccc(Cl)cc2)n1	-3	10	-3	0.0	2	-9	-5	8	-3	6
C=CCn1c(SCc2nnc(-c3ccccc3)o2)nnc1C(O)c1ccccc1 (configuration not stated)	-8	2	4	-0.1	-2	-1	3	4	-1	2
Cc1c(NC(=O)CCC(=O)N2CCCCC2)c(=O)n(-c2ccccc2)n1C	8	1	3	-0.2	0	-6	-3	-9	3	-12
CN1CCN(C2CC(=O)N(Cc3ccc(N4CCCC4=O)cc3)C2=O)CC1 (configuration not stated)	1	-3	3	-0.4	-3	7	-1	-7	-2	7
COc1cccc(C(=O)Nc2c3c(nn2-c2ccc([N+](=O)[O-])cc2)CS(=O)(=O)C3)c1	-3	1	1	-0.1	4	-1	0	-7	-6	-1
O=C(NCc1ccco1)C(=S)N1CCCCC1	-1	1	-2	0.4	-2	1	-3	-5	-7	7
CC(C)n1cc(CN2CCCC(C(=O)Nc3cccc(-c4cc5ccccc5[nH]4)c3)C2)cn1 (configuration not stated)	-36	-5	-4	1.6	-3	5	2	7	-2	-8
Cn1nc(N)c2c(-c3ccc(Cl)cc3)c(C#N)c(N)nc21	-1	7	-3	0.2	4	-12	3	-8	6	-1
CCOC(=O)Cc1csc(NC(=O)Cc2ccccc2[N+](=O)[O-])n1	-2	9	-1	-0.3	-3	1	-6	-14	-6	4
Clc1nc(-c2ccccc2)cc(-c2ccccc2)n1	16	1	6	0.1	0	17	0	-2	-2	0
O=C(O)c1ccc(Cl)c(S(=O)(=O)N2CCC(Cc3ccccc3)CC2)c1	-33	-2	2	0.3	-6	-7	-1	8	-7	5

Reformatted field by field: 2 of the compounds above.
> Cn1nc(N)c2c(-c3ccc(Cl)cc3)c(C#N)c(N)nc21
  sPLA2-III inh: -1; Tn7 DDE FP: 7; UHRF1 MBD2 ctr: -3; proKLK7 act: 0.2; PLC-gamma1 inh: 4; ARFGAP1 inhibitor: -12; NR1D1 modulator: 3; ASAP1 inh: -8; PLCb3 inh: 6; Tn6 DDE FP: -1
> O=C(O)c1ccc(Cl)c(S(=O)(=O)N2CCC(Cc3ccccc3)CC2)c1
  sPLA2-III inh: -33; Tn7 DDE FP: -2; UHRF1 MBD2 ctr: 2; proKLK7 act: 0.3; PLC-gamma1 inh: -6; ARFGAP1 inhibitor: -7; NR1D1 modulator: -1; ASAP1 inh: 8; PLCb3 inh: -7; Tn6 DDE FP: 5

Source: PubChem BioAssay (several laboratories)
